High-throughput results as filed in PubChem BioAssay.
PMI act: phosphomannose isomerase (human) activation | P34949 | purified human PMI, coupled resazurin fluorescence, 20 min; active compounds read high; 1 = vehicle control, 0 substrate-free wells | activation factor at 20 µM | 0.005% of 190,000 active | AID 1214;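 active = activation factor of 2 or more at 20 µM, relative to plate controls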
Target sequence (P34949 whole entry, looked up): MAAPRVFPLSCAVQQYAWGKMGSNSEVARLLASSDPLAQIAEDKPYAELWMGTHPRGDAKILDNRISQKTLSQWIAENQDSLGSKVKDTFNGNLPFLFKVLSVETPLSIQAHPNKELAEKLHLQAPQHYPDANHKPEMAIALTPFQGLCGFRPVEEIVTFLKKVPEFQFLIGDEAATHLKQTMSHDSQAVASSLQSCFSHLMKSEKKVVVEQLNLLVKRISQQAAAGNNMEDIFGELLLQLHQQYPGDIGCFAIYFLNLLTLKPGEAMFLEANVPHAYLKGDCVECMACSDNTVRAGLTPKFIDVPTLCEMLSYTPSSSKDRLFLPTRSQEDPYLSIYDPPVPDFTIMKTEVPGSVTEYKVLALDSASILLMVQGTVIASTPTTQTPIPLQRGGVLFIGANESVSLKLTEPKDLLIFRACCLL
Diaph inh CS: inhibits diaphorase or chemically oxidizes, flagging diaphorase assay artifacts; AID 1217; 0.69% of 190,000 active; inhibition, % at 20 µM; diaphorase resazurin-to-resorufin fluorescence, NADH, 16 min; bacterial (C. kluyveri) enzyme, not human;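 active = primary screen inhibition at 20 µM above a set limit, cut at about 50% in these data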;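 also: plate controls were DMSO with full reaction for no effect and wells lacking NADH for full effect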
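controls = No-NADH positive control and DMSO neutral control | system = Clostridium kluyveri diaphorase enzyme | timing = reaction incubation of 16 min at room temperature | signal = resorufin fluorescence 544/590 nm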
L major viab: inhibitors of Leishmania major promastigote growth | Leishmania major promastigotes, resazurin fluorescence viability | 9% of 200,000 active | inhibition, % at 10 µM; in the data active = inhibition above about 50%;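 also: promastigotes grown with compound for 44 hours at 28 °C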
TNAP inh hiacc: TNAP (human) inhibition, high acceptor. P05186. purified TNAP, CDP-star luminescence, 1 M DEA. inhibition, % at 20 µM. 0.03% of 200,000 active;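 active = over 50% inhibition of tissue-nonspecific alkaline phosphatase at 20 µM in the single-dose screen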;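 also: plate controls were DMSO wells for no effect and EDTA-quenched wells as full inhibition for full effect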
Target sequence (P05186 whole entry, looked up): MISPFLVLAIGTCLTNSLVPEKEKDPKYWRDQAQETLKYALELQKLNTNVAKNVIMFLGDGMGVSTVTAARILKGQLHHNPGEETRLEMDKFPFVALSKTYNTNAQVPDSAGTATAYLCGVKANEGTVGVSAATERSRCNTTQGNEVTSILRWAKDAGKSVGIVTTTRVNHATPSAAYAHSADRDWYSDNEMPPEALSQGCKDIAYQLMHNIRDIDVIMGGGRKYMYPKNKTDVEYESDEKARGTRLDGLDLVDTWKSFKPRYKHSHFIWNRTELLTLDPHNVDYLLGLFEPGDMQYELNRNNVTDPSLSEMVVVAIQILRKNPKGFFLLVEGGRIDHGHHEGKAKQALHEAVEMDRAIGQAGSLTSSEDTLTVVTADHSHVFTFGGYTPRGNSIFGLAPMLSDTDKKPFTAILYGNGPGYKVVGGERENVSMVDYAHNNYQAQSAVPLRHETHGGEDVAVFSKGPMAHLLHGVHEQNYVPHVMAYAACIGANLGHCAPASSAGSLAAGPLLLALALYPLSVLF
TNAP act hi DEA: activators of human TNAP at high phosphate acceptor concentration; 200,000 tested, under 10 active; AID 1136; P05186; purified TNAP, CDP-star luminescence, 1 M DEA, 30 min; active compounds read high; 0 = EDTA background, 1 = DMSO-only activity; activation factor at 20 µM;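 active = activation factor at least 2 at 20 µM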
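system = human TNAP | amount = enzyme diluted 1/800 final | reagent = 100 µM CDP-star substrate | signal = luminescent substrate turnover signal | dosing = one dose, 20 µM | benchmarks = EDTA negative control, DMSO positive control | measure = activation factor | timing = 30 min reaction, room temperature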
bIAP act: increases bovine intestinal alkaline phosphatase activity; purified bovine IAP, CDP-star luminescence, 30 min; active compounds read high; fold of DMSO-control signal, blank-subtracted; activation factor at 20 µM; 0.17% of 200,000 active; AID 1016;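 active = activation factor of 2 or more at 20 µM, a signal rise over negative controls twice the positive control's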
Diaph act CS: counter-screen for diaphorase-based assays: diaphorase activators and chemical reducers; Diaphorase/resazurin coupled assay, resorufin fluorescence, 16 min; active compounds read high; 1 = vehicle wells, 0 = NADH-free wells; activation factor at 20 µM; 0.005% of 190,000 active;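 active = diaphorase activity raised at least twofold by the compound at 20 µM; inactive = activation factor below 2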
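Test system: Clostridium kluyveri diaphorase, purified enzyme. Buffer or medium: 50 mM HEPES pH 7.4 buffer plus MgCl2 and Tween 20. Also added: 0.114 mM NADH and 0.1 mM resazurin, final amounts. Dosing: compound 20 µM once, DMSO 1%. Schedule: 16 min enzyme reaction, ambient temperature. Detection: fluorescence of resorufin, 544 nm excitation, 590 nm emission.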
bIAP inhibitor: blocks bovine intestinal alkaline phosphatase activity | purified bovine IAP, CDP-star luminescence, 30 min | inhibition, % at 20 µM | 190,000 tested, under 10 active;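 active = over 50% inhibition of intestinal alkaline phosphatase at 20 µM in the single-dose screen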
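Assay system: bovine IAP enzyme; medium: DEA buffer 100 mM, pH 9.8, with MgCl2 1.0 mM, ZnCl2 0.02 mM; doses: 20 µM single dose; incubation: enzyme reaction for 30 min at room temperature; detection: CDP-star luminescence signal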
TNAP inh noacc: blocks human TNAP activity with no phosphate acceptor present; P05186; inhibition, % at 20 µM; purified TNAP, CDP-star luminescence, 30 min; 0.26% of 200,000 active;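 active = tissue-nonspecific alkaline phosphatase inhibition above about 50% at 20 µM in the single-dose screen, limit read from the data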;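 also: 0% = DMSO negative control and 100% = EDTA positive control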
PMI act hi M6P: increases human PMI activity with near-saturating mannose 6-phosphate; P34949; coupled PMI enzyme assay, resazurin fluorescence, 20 min; active compounds read high; 1 = untreated enzyme, 0 = substrate-free blank; activation factor at 20 µM; 0.34% of 190,000 active; AID 1216;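 active = activation factor of 2 or more at 20 µM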
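test system = human PMI in coupled enzyme assay | medium = HEPES-buffered pH 7.4 with magnesium and detergent | also added = 1.0 mM mannose-6-phosphate substrate with 0.22 mM NADP+ | compound = 20 µM single dose | times = 20 min incubation at room temperature | measured by = resorufin fluorescence (Ex 544/Em 590 nm) from resazurin via diaphorase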
* hit, by the source's call.

The opening 5 records, to show the layout:
| structure | TNAP inh hiacc | PMI act | Diaph inh CS | PMI act hi M6P | bIAP inhibitor | bIAP act | TNAP act hi DEA | Diaph act CS | L major viab | TNAP inh noacc |
| --- | --- | --- | --- | --- | --- | --- | --- | --- | --- | --- |
| COC(=O)c1ccccc1NC(=O)CSc1nnc(-c2ccncc2)o1 | -2 | 0.9 | 10 | 0.9 | 2 | 1 | 1 | 0.9 | -8 | -9 |
| COc1cc(OC)cc(-c2nc(-c3ccccc3OC)no2)c1 | -5 | 1 | 6 | 1.1 | 18 | 0.8 | 1.1 | 0.9 | 1 | -10 |
| O=C(Cc1n[nH]c(=O)[nH]c1=O)N/N=C/c1ccccc1O | -4 | 1.1 | 9 | 1.1 | -29 | 1.3 | 1 | 0.9 | -5 | -15 |
| Cc1ccccc1CN1C2=NCCCN2c2ccccc21 | -5 | 1.1 | -5 | 1.1 | 42 | 0.6 | 1 | 1.1 | 22 | -13 |
| O=C(COc1ccccc1Br)NCCc1nc2ccccc2[nH]1 | -2 | 0.8 | 14 | 0.9 | -20 | 1.2 | 1 | 0.9 | 0 | -15 |

All compounds of this part, from the start:
| structure | TNAP inh hiacc | PMI act | Diaph inh CS | PMI act hi M6P | bIAP inhibitor | bIAP act | TNAP act hi DEA | Diaph act CS | L major viab | TNAP inh noacc |
| --- | --- | --- | --- | --- | --- | --- | --- | --- | --- | --- |
| COC(=O)c1ccccc1NC(=O)CSc1nnc(-c2ccncc2)o1 | -2 | 0.9 | 10 | 0.9 | 2 | 1 | 1 | 0.9 | -8 | -9 |
| COc1cc(OC)cc(-c2nc(-c3ccccc3OC)no2)c1 | -5 | 1 | 6 | 1.1 | 18 | 0.8 | 1.1 | 0.9 | 1 | -10 |
| O=C(Cc1n[nH]c(=O)[nH]c1=O)N/N=C/c1ccccc1O | -4 | 1.1 | 9 | 1.1 | -29 | 1.3 | 1 | 0.9 | -5 | -15 |
| Cc1ccccc1CN1C2=NCCCN2c2ccccc21 | -5 | 1.1 | -5 | 1.1 | 42 | 0.6 | 1 | 1.1 | 22 | -13 |
| O=C(COc1ccccc1Br)NCCc1nc2ccccc2[nH]1 | -2 | 0.8 | 14 | 0.9 | -20 | 1.2 | 1 | 0.9 | 0 | -15 |
| C/C(=C\C(=O)c1ccc(Cl)cc1)NCc1ccc2c(c1)OCO2 | -1 | 1 | 2 | 1 | 45 | 0.6 | 1 | 1 | -4 | 5 |
| CCOC(=O)c1c(-c2ccc(OC)cc2)csc1/N=C/C1C(=O)CCCC1=O | 5 | 0.8 | 20 | 0.6 | 4 | 1 | 0.9 | 0.8 | 3 | 18 |
| CC1CC(NS(=O)(=O)c2cccs2)CC(C)(C)C1 (stereo unspecified) | 2 | 1 | 9 | 1 | 8 | 0.9 | 1 | 0.9 | -1 | -11 |
| COC(=O)C1=C(C)N=C2SC(C)C(=O)N2C1c1cccc(F)c1 (stereo unspecified) | -2 | 1 | -1 | 1.1 | 6 | 0.9 | 1 | 1 | -2 | -10 |
| Cc1cc(C)nc(NC(=O)CSc2nn(C)c(=S)s2)n1 | -5 | 1 | 5 | 1.1 | 9 | 0.9 | 1.1 | 1 | 3 | -6 |
| Cc1cccc(C)c1OC(=O)CCN1C(=O)C2C3C=CC(C4CC34)C2C1=O (stereo unspecified) | -2 | 0.9 | 13 | 0.9 | -11 | 1.1 | 1 | 0.9 | 10 | 4 |
| CC(=O)Nc1ccc(S(=O)(=O)NNC(=O)c2sc(=S)n(C)c2C)cc1 | 5 | 0.8 | 21 | 0.9 | 7 | 0.9 | 1 | 0.8 | -5 | 9 |
| COc1ccc(/C=N/NC(=O)c2cc(O)c(O)c(O)c2)cc1Cn1cc([N+](=O)[O-])cn1 | 12 | 0.3 | 66* | 0.8 | -10 | 1.1 | 0.9 | 0.3 | -8 | -46 |
| CCn1c(SCc2nc3ccccc3nc2C)nnc1-c1cccs1 | -7 | 1 | 24 | 1 | 10 | 0.9 | 1.1 | 0.8 | -1 | -6 |
| COc1ccc(C2CCCN2C(=S)Nc2ccc(C)cc2C)cc1OC (stereo unspecified) | 1 | 1.1 | -7 | 1.1 | -7 | 1.1 | 1 | 1.1 | 7 | -5 |

Random excerpt: 2 records from the list.
| structure | TNAP inh hiacc | PMI act | Diaph inh CS | PMI act hi M6P | bIAP inhibitor | bIAP act | TNAP act hi DEA | Diaph act CS | L major viab | TNAP inh noacc |
| --- | --- | --- | --- | --- | --- | --- | --- | --- | --- | --- |
| O=C(Cc1n[nH]c(=O)[nH]c1=O)N/N=C/c1ccccc1O | -4 | 1.1 | 9 | 1.1 | -29 | 1.3 | 1 | 0.9 | -5 | -15 |
| COc1ccc(/C=N/NC(=O)c2cc(O)c(O)c(O)c2)cc1Cn1cc([N+](=O)[O-])cn1 | 12 | 0.3 | 66* | 0.8 | -10 | 1.1 | 0.9 | 0.3 | -8 | -46 |

Carrying on:
| structure | TNAP inh hiacc | PMI act | Diaph inh CS | PMI act hi M6P | bIAP inhibitor | bIAP act | TNAP act hi DEA | Diaph act CS | L major viab | TNAP inh noacc |
| --- | --- | --- | --- | --- | --- | --- | --- | --- | --- | --- |
| COc1cccc(NC(=O)NCc2ccccc2F)c1 | -4 | 1 | -4 | 1 | -26 | 1.3 | 1 | 1 | -6 | -9 |
| O=C(Cc1cccc2ccccc12)N/N=C/C=C/c1cccc([N+](=O)[O-])c1 | -3 | 0.9 | 13 | 1 | 7 | 0.9 | 1 | 0.9 | 3 | 1 |
| Cc1ccc(N(C)C(=O)C2CCN(S(=O)(=O)c3ccc4c(c3)oc(=O)n4C)CC2)cc1 | -2 | 1.1 | 2 | 1 | -2 | 1 | 1 | 1 | -10 | -20 |
| CCn1c(SCC(=O)Nc2ccc3c(c2)oc2ccccc23)nnc1-c1ccc(N)cc1 | -2 | 0.8 | 12 | 0.9 | 1 | 1 | 1 | 0.9 | 5 | -1 |
| COC(=O)c1ccc(Cl)c(NC(=O)NC23CC4CC(CC(C4)C2)C3)c1 | -5 | 0.9 | 8 | 1 | 18 | 0.8 | 1 | 0.9 | 40 | -36 |
| CN1CCN(C(=O)Nc2ccc3c(c2)N(C)C(=O)c2ccccc2S3)CC1 | -6 | 1 | 10 | 1 | -13 | 1.1 | 1.1 | 0.9 | 98* | -18 |
| COc1ccc(CC(=O)Nc2ccc(-c3nnc(-c4ccccc4)o3)cc2)cc1OC | -2 | 0.8 | -19 | 0.8 | -42 | 1.4 | 1 | 1.2 | -4 | -12 |
| O=C(NCc1cccs1)c1ccc(Cl)c(S(=O)(=O)N2CCCC2)c1 | -4 | 1 | 9 | 1 | 26 | 0.7 | 1 | 0.9 | 6 | -9 |
| COc1cc(NC(=O)NCCN2CCN(c3ccc(Cl)cc3)CC2)ccc1C | -4 | 0.9 | 1 | 1 | -5 | 1 | 1 | 1 | 21 | -2 |
| CCN(CC)S(=O)(=O)c1cc(C(=O)Nc2nncs2)c(Cl)cc1Cl | -6 | 1 | 7 | 1.1 | 7 | 0.9 | 1.1 | 0.9 | -2 | -4 |
| Cc1cc2ccc(C)c(C)c2nc1SCC#N | -3 | 0.8 | 17 | 0.8 | 12 | 0.9 | 1 | 0.8 | -6 | -8 |
| O=C(O)C1C2C=CC(C2)C1C(=O)NCCc1ccncc1 (stereo unspecified) | 2 | 1 | 3 | 1 | 5 | 0.9 | 1 | 1 | -7 | -7 |
| Cc1cc([N+](=O)[O-])nn1CCCC(=O)Nc1cccc(Cl)c1Cl | -4 | 1.1 | 5 | 1 | 16 | 0.8 | 1 | 0.9 | -1 | -18 |
| Cc1ccc(S(=O)(=O)N2CCN(S(=O)(=O)c3ccccc3)C2)cc1 | -6 | 1 | 15 | 1 | 26 | 0.7 | 1.1 | 0.9 | -1 | -17 |
| COc1ccc(CCN(C(=O)C(F)(F)F)C(C(=O)NC2CCCCC2)c2cccs2)cc1 (stereo unspecified) | -7 | 0.9 | 18 | 0.9 | 3 | 1 | 1.1 | 0.8 | 27 | -8 |
| CCOc1cc(C(N)=O)cc(Cl)c1OCc1ccccc1 | -1 | 0.8 | 20 | 0.8 | 16 | 0.8 | 1 | 0.8 | 2 | -3 |
| CCNNC(=O)C(O)(c1cccc(C)c1)c1cccc(C)c1 | -1 | 1 | 11 | 1 | 7 | 0.9 | 1 | 0.9 | -7 | -13 |
| CC(C)N(C)C(=O)C(=O)c1cccn1-c1cccc(Cl)c1C#N | -7 | 1.1 | 0 | 1 | 4 | 1 | 1.1 | 1 | -4 | -4 |
| CCC(CC)C(=O)N1c2ccc(F)cc2CCC1C (stereo unspecified) | -8 | 1.1 | 3 | 1 | 0 | 1 | 1.1 | 1 | -2 | -15 |
| O=C(Nc1ccc(N2CCCC2)cc1)c1cccc(-c2cc3ccccc3oc2=O)c1 | 10 | 0.7 | -27 | 1.1 | -5 | 1.1 | 0.9 | 1.3 | -2 | 13 |
| C=CCCCCc1nc2ccccc2c(=O)n1N | 0 | 1 | 2 | 0.9 | -6 | 1.1 | 1 | 1 | -11 | 2 |
| COCCN1C(=O)N[C@@H](c2ccco2)C(C(C)=O)=C1C | -4 | 1 | 12 | 1 | -8 | 1.1 | 1 | 0.9 | -5 | -6 |
| O=C(NCCC1=CCCCC1)C1CCN(C(=O)Cc2ccccc2)CC1 | 0 | 0.8 | 19 | 0.9 | -17 | 1.2 | 1 | 0.8 | -2 | -6 |
| CCc1ccc(-n2c(C)nc3cc(C(=O)NCc4cccnc4)ccc32)cc1 | -8 | 1 | 12 | 0.9 | -14 | 1.1 | 1.1 | 0.9 | 6 | -23 |
| CC(C)(C)c1ccc(OCC(=O)Nc2ccc(-c3nc4cccnc4o3)cc2)cc1 | -3 | 0.9 | 2 | 0.9 | -95 | 2* | 1 | 1 | 2 | -52 |
| CSc1nc(C)cc(Oc2ccc(=O)[nH]n2)n1 | -6 | 1 | -10 | 1.1 | -28 | 1.3 | 1.1 | 1.1 | -3 | -16 |
| CCN1CCN(c2ccc([N+](=O)[O-])cc2S(=O)(=O)N2CCOCC2)CC1 | -4 | 1.1 | 9 | 1 | -2 | 1 | 1 | 0.9 | -6 | 1 |
| COc1ccc(OC)c(NC(=O)CSc2nc3ccccc3c3nc4ccccc4n23)c1 | -2 | 0.8 | 10 | 1.1 | 14 | 0.9 | 1 | 0.9 | -10 | -3 |
| S=c1[nH]nc(CN2CCCCC2)n1-c1ccc(Cl)cc1 | -4 | 0.8 | 13 | 0.9 | 12 | 0.9 | 1 | 0.9 | 0 | 18 |
| CCC(C)NC(=O)C1c2ccccc2C(=O)N1Cc1cc(OC)ccc1OC (stereo unspecified) | -5 | 0.9 | 18 | 1 | 2 | 1 | 1.1 | 0.8 | -4 | -18 |
| COc1cc(C(C)=O)ccc1OC(=O)C(C)N1C(=O)c2ccccc2C1=O (stereo unspecified) | -2 | 0.9 | 18 | 1 | 6 | 0.9 | 1 | 0.8 | 1 | -8 |
